ERp5 block: blocks human ERp5 reductase activity on insulin; Q15084; AID 651711; 0.05% of 350,000 active; inhibition, % at 9.99 µM; ERp5 insulin aggregation, absorbance 650 nm, 90 min;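 active = mean replicate inhibition above about 25%, with every replicate also reaching it, limit read from the data, passing the limit was not always enough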
Target sequence (Q15084 whole entry, looked up): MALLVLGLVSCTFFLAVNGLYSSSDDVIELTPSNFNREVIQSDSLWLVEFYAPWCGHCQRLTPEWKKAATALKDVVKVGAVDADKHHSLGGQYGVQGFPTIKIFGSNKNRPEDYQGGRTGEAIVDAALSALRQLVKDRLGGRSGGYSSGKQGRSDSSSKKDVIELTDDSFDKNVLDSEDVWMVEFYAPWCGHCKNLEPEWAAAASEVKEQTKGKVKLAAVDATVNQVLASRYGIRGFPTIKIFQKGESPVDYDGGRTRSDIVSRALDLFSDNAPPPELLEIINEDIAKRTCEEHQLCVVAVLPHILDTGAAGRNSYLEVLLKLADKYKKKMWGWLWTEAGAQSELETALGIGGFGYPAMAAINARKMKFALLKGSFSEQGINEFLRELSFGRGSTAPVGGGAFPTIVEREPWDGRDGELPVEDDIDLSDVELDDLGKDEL
SIRT5 block: inhibitors of human sirtuin-5 desuccinylase. Q9NXA8. 1.1% of 330,000 active. AID 652115. Purified SirT5, succinyl-peptide AMC, trypsin-coupled fluorescence. inhibition, % at 15 µM; in the data active = inhibition above about 15%
Target sequence (Q9NXA8 whole entry, looked up): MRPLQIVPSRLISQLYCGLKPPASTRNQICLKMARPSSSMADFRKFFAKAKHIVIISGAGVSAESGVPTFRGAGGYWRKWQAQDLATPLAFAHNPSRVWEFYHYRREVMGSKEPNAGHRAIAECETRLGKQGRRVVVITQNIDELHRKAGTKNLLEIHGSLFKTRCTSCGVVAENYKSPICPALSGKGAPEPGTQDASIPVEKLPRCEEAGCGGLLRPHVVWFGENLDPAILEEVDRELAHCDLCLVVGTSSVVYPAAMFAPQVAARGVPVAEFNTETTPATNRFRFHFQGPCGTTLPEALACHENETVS
* marks the source's active call; other numbers are inactive results; & = joins results of further samples. An excerpt. The share of hits here may be higher or lower than overall.

A first look:
SMILES | ERp5 block | SIRT5 block
C[C@@H]1COc2cc(N3CCCC3)ccc2S(=O)(=O)N1 | 1.7 | 8.7
COc1ccc(C2CC(=O)C(c3ccc([N+](=O)[O-])cc3)=CN2Cc2ccccc2)cc1 (stereo not drawn) | -2.8 | -0.3
CN(C)C(=O)c1cccc(-c2ccc([C@H]3[C@@H](CO)N4C(=O)CN(C(=O)C5CCCCC5)C[C@@H]34)cc2)c1 | 0.6 | -6.7
COc1cccc(-c2ccc(C3[C@H]4CNC[C@@H]3N4Cc3cc(F)ccc3F)cc2)c1 (stereo partly drawn) | 8.0&-1.5 | -5.4&1.3
COC(=O)Cc1ccc(N(Cc2ccccc2F)S(=O)(=O)c2ccc(Br)cc2)cc1 | -8.3 | -6.7
CN(CCc1cnn(C)c1)Cc1cn(C)nc1-c1ccc2c(c1)OCCO2 | 0.5 | 1.2
CCCc1cn([C@H]2C[C@@H]3O[C@H](CO)CC[C@@H]3O[C@@H]2CCc2ccc(-c3ccccc3C#N)cc2)nn1 | 5.9 | 1.3

The listing, from the first entry:
SMILES | ERp5 block | SIRT5 block
C[C@@H]1COc2cc(N3CCCC3)ccc2S(=O)(=O)N1 | 1.7 | 8.7
COc1ccc(C2CC(=O)C(c3ccc([N+](=O)[O-])cc3)=CN2Cc2ccccc2)cc1 (stereo not drawn) | -2.8 | -0.3
CN(C)C(=O)c1cccc(-c2ccc([C@H]3[C@@H](CO)N4C(=O)CN(C(=O)C5CCCCC5)C[C@@H]34)cc2)c1 | 0.6 | -6.7
COc1cccc(-c2ccc(C3[C@H]4CNC[C@@H]3N4Cc3cc(F)ccc3F)cc2)c1 (stereo partly drawn) | 8.0&-1.5 | -5.4&1.3
COC(=O)Cc1ccc(N(Cc2ccccc2F)S(=O)(=O)c2ccc(Br)cc2)cc1 | -8.3 | -6.7
CN(CCc1cnn(C)c1)Cc1cn(C)nc1-c1ccc2c(c1)OCCO2 | 0.5 | 1.2
CCCc1cn([C@H]2C[C@@H]3O[C@H](CO)CC[C@@H]3O[C@@H]2CCc2ccc(-c3ccccc3C#N)cc2)nn1 | 5.9 | 1.3
CC(C)(C)C1CCN2CCC[C@](c3ccccc3)(C1)C2OCCCO (stereo partly drawn) | -0.6 | -7.0
O=C(CCc1n[nH]c(=O)[nH]c1=O)Nc1cccc([N+](=O)[O-])c1 | -0.4 | 2.7
CC1CCC(NC(=O)CNC(=O)c2ccc3ccccc3c2)CC1 (stereo not drawn) | -10.2 | -1.4
COc1cccc(S(=O)(=O)Nc2ccc3c(c2)OC[C@H](C)N(Cc2ccccc2F)C[C@H](C)[C@@H](OC)CN(C)C3=O)c1 | 5.1 | 2.7
CCS(=O)(=O)N(C)C[C@@H]1N[C@H](CO)[C@@H]1c1ccc(C2=CCCCC2)cc1 | 0.0 | -0.5
C#CCNC(=O)c1cc2c(Br)ccc(Br)c2nc1N | 4.6 | -0.3
N#C[C@@H]1[C@@H](c2ccccc2-c2cccc(F)c2)[C@H](CO)N1C(=O)C1CCOCC1 | -0.2 | -0.1
COc1ccc(CNc2cccnc2Cl)cc1 | 9.3 | -7.1
CCCC(=O)N1CCC2(CC1)CN(C(=O)C1CC1)[C@@H](CO)c1[nH]c3cc(OC)ccc3c12 | 6.5 | 7.5
CC(=O)C(=Cc1ccc(-c2ccccc2)cc1)C(=O)c1ccccc1 | 4.4 | -9.9
O=C(Nc1ccc(S(=O)(=O)N2CCCCC2c2cccnc2)cc1)c1c(F)cccc1F (stereo not drawn) | 3.3 | 0.9
O=C(Nc1ccc2c(c1)OCCO2)C(c1ccnc2ccccc12)n1c(=O)c(-c2ccco2)nc2ccccc21 (stereo not drawn) | 7.9 | -1.7
Cc1cc([N+](=O)[O-])cnc1Sc1nccn1C | -6.4 | 0.1
CCCC#Cc1ccc([C@H]2[C@H]3CN(C(=O)NC4CCCC4)CC(=O)N3[C@H]2CO)cc1 | 3.0 | 2.4
COc1ccc2c(c1)[C@@H](NC(=O)c1ccncc1)[C@@H]1Cc3ccccc3[C@H]21 | 4.3 | 1.2
CCOC(=O)[C@]12CCC=C1N(Cc1ccc(Cl)cc1Cl)C(=O)[C@H](CC(=O)NCc1cccc(C(F)(F)F)c1)C2 | 8.1 | -6.7
CCS(=O)(=O)N1CC(=O)N2[C@@H](CO)[C@H](c3ccc(C#CCc4ccccc4)cc3)[C@@H]2C1 | -0.4 | -4.0
COC(=O)Cc1ccccc1NS(=O)(=O)c1ccc(C)cc1 | -3.2 | -0.2

At a glance, some entries already given:
SMILES | ERp5 block | SIRT5 block
CC(C)(C)C1CCN2CCC[C@](c3ccccc3)(C1)C2OCCCO (stereo partly drawn) | -0.6 | -7.0
O=C(CCc1n[nH]c(=O)[nH]c1=O)Nc1cccc([N+](=O)[O-])c1 | -0.4 | 2.7

The list goes on.
SMILES | ERp5 block | SIRT5 block
CN1C(=O)c2cc(NC(=O)C3CCCC3)ccc2OC[C@H]2O[C@@H](CC(=O)NCc3ccccc3F)CC[C@H]21 | -2.2 | -0.8
OCCC1CN(Cc2cccc3c2OCO3)CCN1C1CCCC1 (stereo not drawn) | 3.0 | -0.2
O=C1c2ccccc2-c2nnc(-c3ccc(O)cc3)cc21 | -6.0 | 2.0
O=C(N[C@@H]1C=C[C@H](CC(=O)N2CCc3ccccc3C2)O[C@@H]1CO)C1CCC1 | 1.2 | -1.6
COc1ccc(CNC(=O)C[C@H]2C[C@@H]3c4cc(N(C)C)ccc4O[C@@H]3[C@@H](CO)O2)cc1 | -2.4 | -2.1
Cc1ccc(NC(=O)C(=O)NCC2CCCO2)cc1 (stereo not drawn) | -2.8 | 1.8
COCC(=O)N1CC2(C1)[C@H](c1ccccc1)[C@H](CO)N2C(=O)c1cccnc1 | 1.7 | -6.1
CCCNC(=O)N1CC2(CN(S(=O)(=O)c3ccccc3)C2)c2c(n(C)c3cc(OC)ccc23)[C@H]1CO | -11.3 | -2.6
C[C@H]1COc2cccc(N3CCC[C@@H]3CO)c2S(=O)(=O)N1 | 2.1 | -2.2
N#C[C@@H]1[C@H](c2ccc(-c3ccc(F)cc3)cc2)[C@@H](CO)N1c1nc(-c2ccccc2)cs1 | 5.3 | -1.0
O=C(Nc1ccc(N2CCN(C(=O)c3ccco3)CC2)cc1)c1cccnc1Cl | 1.4 | 0.9
Cc1nn(-c2ccccc2)c(-c2ccccc2[N+](=O)[O-])c1CC#N | 5.5 | -4.0
O=C(Cc1ccccn1)N1CC(=O)N2[C@@H](CO)[C@@H](c3ccc(-c4ccccc4)cc3)[C@@H]2C1 | -4.0 | 0.4
CCCCCNC(=O)c1nc(-c2c(F)cccc2F)oc1-c1ccccc1 | 1.6 | -3.4
O=C1NC[C@@H](CCCCN2CCN(CCc3ccccc3)C(=O)C2=O)N(Cc2ccccc2)C1=O | -6.7 | 3.8
O=C(C[C@H]1C=C[C@@H](NC(=O)CC2CC2)[C@@H](CO)O1)NCc1ccccc1 | 6.6 | 0.3
CC(C)C[C@H]1CN(CCCC[C@@H]2CNC(=O)C(=O)N2CCc2ccccc2)C(=O)C(=O)N1Cc1ccccc1 | -2.7 | 4.3
C[C@H](CO)N1C[C@H](C)[C@H](CN(C)C(=O)Nc2ccc(-c3ccccc3)cc2)OCc2ccccc2-c2ccccc2C1=O | 2.5 | 10.0
COc1cccc(NC(=O)N2CC(=O)N3[C@H](CO)[C@H](c4ccc(C#CCC5CCCC5)cc4)[C@H]3C2)c1 | -6.3 | 22.2*
COc1ccc2c3c(n(C)c2c1)[C@@H](CO)N(C(=O)c1ccc(F)cc1)CC31CCN(CC2CCOCC2)CC1 | -2.7 | -0.7
CCCNC(=O)N1CC(=O)N2[C@H](CO)[C@@H](c3ccc(C#Cc4cccc(OC)c4)cc3)[C@@H]2C1 | -0.5 | 5.2
CCOc1cc(/C=C2/C(=O)ON=C2C)ccc1OCc1ccccc1 | 4.3 | 1.9
N#C[C@H]1[C@H](c2ccccc2-c2cccc(F)c2)[C@H](CO)N1C(=O)CN1CCOCC1 | -0.4 | -4.7
CS(=O)(=O)N1CC2(C1)[C@H](c1ccccc1)[C@H](CO)N2Cc1ccccn1 | 4.6 | -1.3
O=C(Nc1cccc(F)c1)N1CC(=O)N2[C@H](C1)[C@H](c1ccc(-c3ccccc3)cc1)[C@@H]2CO | 12.9 | -0.1

Part of the list above in order of molecular weight, ascending.
SMILES | ERp5 block | SIRT5 block
O=C1c2ccccc2-c2nnc(-c3ccc(O)cc3)cc21 | -6.0 | 2.0
CCCCCNC(=O)c1nc(-c2c(F)cccc2F)oc1-c1ccccc1 | 1.6 | -3.4
CCCNC(=O)N1CC2(CN(S(=O)(=O)c3ccccc3)C2)c2c(n(C)c3cc(OC)ccc23)[C@H]1CO | -11.3 | -2.6

Next entries.
SMILES | ERp5 block | SIRT5 block
CS(=O)(=O)c1ccc(OCCCN2CCC(C(O)(c3ccccc3)c3ccccc3)CC2)cc1 | 8.0 | -3.0
O=C(CC1CC1)N1CC2(C1)[C@@H](c1ccccc1)[C@@H](CO)N2C(=O)c1cccnc1 | -8.1 | -5.7
O=C(C[C@H]1C=C[C@H](NC(=O)c2ccncc2)[C@H](CO)O1)NCc1ccncn1 | 5.9 | -1.6
COc1ccccc1N1CCN(C2CCN(S(=O)(=O)c3ccc(C)cc3)CC2)CC1 | -9.3 | 4.1
Nc1[nH]c(C(=O)c2ccccc2)c(-c2cccc3ccccc23)c1C(=O)c1cccs1 | -5.9 | -0.1
CN(C)C(=O)COC(=O)c1ccccc1Nc1ccc(SC(F)F)cc1 | -1.6 | 13.9
CS(=O)(=O)N1CC(=O)N2[C@H](CO)[C@H](c3ccc(C#CC4CCCC4)cc3)[C@@H]2C1 | 7.5 | 2.8
CCOc1ccc(OCCCCNC(C)(C)C)cc1 | 3.0 | -2.0
CC(C(=O)NCc1ccccn1)c1ccc([N+](=O)[O-])cc1 (stereo not drawn) | 4.1 | 0.2
O=C(c1ccc2c(c1)OCO2)N1CC(=O)N2[C@H](CO)[C@@H](c3ccc(C#CCC4CCCC4)cc3)[C@H]2C1 | -1.9 | 15.5*
COCC#Cc1ccc([C@@H]2[C@@H](CO)N3C(=O)CN(C(=O)C4CCCC4)C[C@@H]23)cc1 | 0.7 | -2.1
O=C(CN1C(=O)/C(=C/c2ccccc2F)Sc2ccccc21)NCc1cccnc1 | -2.1 | 4.3
C/C(=N/NC(=O)C1CC1(c1ccccc1)c1ccccc1)c1cccs1 (stereo not drawn) | 2.9 | -3.4
COc1ccc2c3c([nH]c2c1)[C@H](CO)NCC31CCN(C(=O)C2CCC2)CC1 | -5.4 | -0.3
O=C(c1ccc(CSc2ccc(Cl)cc2)o1)N1CCOCC1 | 2.5 | 5.9
CC(C)(C)c1ccc(CN2C(=O)CSC2=O)cc1 | -7.2 | -5.2
O=C(NS(=O)(=O)c1ccccc1[N+](=O)[O-])[C@H]1O[C@@H](n2ccc(=O)[nH]c2=O)[C@H](O)[C@@H]1O | 4.8 | -1.4
COC(=O)C1=C(C)N(Cc2ccccc2C(F)(F)F)C(=NCc2cccc(C(F)(F)F)c2)NC1c1ccc(F)cc1 (stereo not drawn) | -2.8 | 8.9
CCCNC(=O)N1CC2(C1)[C@H](c1ccccc1)[C@H](CO)N2C(=O)C1CCCC1 | -2.7 | 1.1
c1ccc(Cc2cnc(N3CCN(Cc4cccc(-c5ccsc5)n4)CC3)nc2)cc1 | 3.8 | 2.5
Cc1cccc(C)c1NC(=O)C1c2ccccc2OCC(=O)N1Cc1cccnc1 (stereo not drawn) | -0.4 | 5.9
N#Cc1ccc(C(C(=O)NCc2ccccc2)n2c(=O)c(-c3ccco3)nc3ccccc32)cc1 (stereo not drawn) | -1.4 | -3.3
COc1ccc(/C=C/C(=O)Oc2cc(O)cc(O)c2)cc1 | 5.2 | -0.9
Cc1ccc(S(=O)(=O)N2[C@@H]3CNC[C@H]2C3c2ccc(-c3cccc(F)c3)cc2)cc1 (stereo partly drawn) | -0.2&-1.1 | 4.0&6.8
O=C(c1ccccc1F)N1C[C@@H]2O[C@H](CNS(=O)(=O)c3ccccc3)CC[C@@H]21 | -3.8 | -3.3
(further entries)
SMILES | ERp5 block | SIRT5 block
O=C(NCc1ccccc1)c1ccc(Cl)cc1 | 0.5 | -1.0
CCOC1CCCc2oc(-c3ccc(OC)cc3)c(C(=O)NCCCCO)c21 (stereo not drawn) | 8.7 | -11.8
CCC(=O)Nc1ccccc1C(=O)C(=O)Nc1ccccc1 | -3.5 | -2.0
CN(C)CC(=O)N1CC2(C1)[C@@H](c1ccccc1)[C@@H](CO)N2S(=O)(=O)c1ccccc1 | 0.1 | 0.5
COC(=O)C1=C(C)N(Cc2ccc(C(F)(F)F)cc2)C(=NCc2ccc(C(F)(F)F)cc2)NC1c1ccccc1 (stereo not drawn) | 0.1 | -1.0
CSCCC(c1nc2ccccc2[nH]1)n1c(C)nc2ccccc21 (stereo not drawn) | 10.4 | -2.3
COc1ccccc1S(=O)(=O)N1C[C@@H]2N[C@H](C1)C2c1ccc(-c2ccccc2)cc1 (stereo partly drawn) | -0.6&-7.6 | 13.5&1.9
COc1ccccc1NC(=O)N1CC(=O)N2[C@H](CO)[C@H](c3ccc(C#Cc4ccccc4)cc3)[C@H]2C1 | 6.7 | 1.0
O=C1NC[C@H](CCCCN2C[C@H](Cc3ccccc3)N(Cc3ccccc3)C(=O)C2=O)N(CCc2ccc(O)cc2)C1=O | -1.8 | 2.6
O=C(C1CCOCC1)N1CC(=O)N2[C@H](CO)[C@H](c3ccc(C#CCc4ccccc4)cc3)[C@@H]2C1 | 0.9 | -0.8
CCNC(=O)[C@@H]1[C@@H](CO)[C@@H]2Cn3c(cccc3=O)[C@H]1N2Cc1cccc(Cl)c1 | -3.1 | 1.5
CC(=O)N1CCc2c(sc3c2c(=O)n(-c2ccccc2)c(=O)n3Cc2ccccc2Cl)C1 | 2.4 | 1.2
O=C(CCN1CCCCC1)NCC[C@@H]1CC[C@@H](NC(=O)C2CCCCC2)[C@H](CO)O1 | -2.3 | -8.5
CCCCNc1nc(NCc2ccccc2)nc2ccccc12 | -1.6 | 14.7
CO[C@@H]1CN(C)C(=O)c2ccc(NC(=O)C3CCC3)cc2OC[C@@H](C)N(Cc2ccccn2)C[C@H]1C | 14.9 | 1.9
CCOC(=O)N1CCN(c2ccc(S(=O)(=O)N3CCOCC3)cc2[N+](=O)[O-])CC1 | -4.0 | 0.1

From PubChem
